# D2 ag: D2 dopamine receptor (human) agonism; HEK293 T-REx D2 cells, calcium flux agonist mode; hit rate 0.53% among 340,000; activation, % at 2 µM;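 active = activation over 3 SD above normal in the single-dose calcium agonist read, cut at about 30% in these data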; also: 0% is about no effect
#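 Agonism scored from kinetic calcium signal (1 read/sec, 180 s) following compound pin transfer, after a 10 s baseline. Cells: HEK293 Trex line expressing inducible D2 receptor coupled to calcium, dye-loaded after overnight culture at 30 C.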
# mIDH1 inhibitor: inhibitors of human mutant IDH1 R132H; hit rate 0.093% among 390,000; IDH1-R132H enzyme, NADPH consumption, diaphorase/resazurin fluorescence; AID 602179; Potency, µM (top dose mostly 76.6 µM), for the others: top-dose activity change, negative = inhibition, most hits filed as inhibitors; O75874; also: potency is read from the fitted curve at half-maximal effect; % is scaled to controls: 0 for no effect and ±100 for the full control effect; nearly all actives have a fitted effect of over 65% in size
#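 IDH1-R132H (0.5 ug/mL dispensed) in pH 7.5 Tris buffer was preincubated 30 min with compound, then given a substrate mix of 0.016 mM NADPH and 2 mM alpha-KG for 80 min at room temperature; remaining NADPH was read by diaphorase/resazurin fluorescence.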
# TRHR PAM: allosterically enhances the human TRH receptor; TRHR cells, fluo-8 calcium fluorescence, EC20 TRH enhancement; enhancement, % at 2 µM; hit rate 0.66% among 360,000; AID 493056; in the data active = enhancement above about 30%; also: 0% is about no effect
# Target sequence (P34981 whole entry, looked up): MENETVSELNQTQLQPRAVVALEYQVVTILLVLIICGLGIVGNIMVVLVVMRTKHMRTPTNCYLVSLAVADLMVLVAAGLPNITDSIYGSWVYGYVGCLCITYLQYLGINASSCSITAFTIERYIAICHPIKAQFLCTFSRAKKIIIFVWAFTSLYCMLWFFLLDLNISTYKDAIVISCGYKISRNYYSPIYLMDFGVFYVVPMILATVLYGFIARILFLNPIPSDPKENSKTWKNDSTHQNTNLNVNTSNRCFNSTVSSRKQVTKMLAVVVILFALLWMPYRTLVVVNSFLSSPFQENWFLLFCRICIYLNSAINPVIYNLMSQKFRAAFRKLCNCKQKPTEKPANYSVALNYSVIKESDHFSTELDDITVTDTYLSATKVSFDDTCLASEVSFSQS
#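 Enhancer read-out: after compound pinning and an initial kinetic agonist-mode read, an EC20 of TRH (10 nM final) was injected and fluo-8 calcium signal (Ex 480/Em 530) followed at 1 s/cycle for 100 cycles in TRHR-expressing cells.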
# PI4K2A inh: blocks human PI4K2A kinase activity; hit rate 0.13% among 420,000; activity change, negative = inhibition, % at 76.9 µM; purified PI4K2A, ADP-Glo luminescence, 1 h; stronger effect = lower value; Q9BTU6; AID 1346378; in the data active = activity change below about -50%; inconclusive = mostly about -30% to -49%;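 also: -100% = wells without enzyme as full effect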
#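 PI4K2A activity was measured by ADP-Glo luminescence: enzyme (4 ug/mL stock) and phosphatidylinositol (1.2 mM stock) in Tris pH 7.5/MgCl2/EGTA/Triton X-100 buffer were reacted with ATP (300 microM stock) for one hour at ambient temperature.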
# USP1 inh: blocks the human USP1/UAF1 deubiquitinase complex | recombinant USP1/UAF1, Ub-Rhodamine cleavage fluorescence | hit rate 0.23% among 390,000 | O94782 | Potency, µM (top dose mostly 57.1 µM), for the others: top-dose activity change, negative = inhibition, actives largely listed as inhibitors | AID 743255; also: potency is read from the fitted curve at half-maximal effect; % is scaled to controls: 0 for no effect and ±100 for the full control effect; nearly all actives have a fitted effect of over 60% in size; inactives centre near -12
#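 High-throughput fluorogenic screen: 1nM USP1/UAF1 complex, Ub-Rho substrate 150nM final, 50mM HEPES pH 7.8 with 0.5mM EDTA, 0.1 mg/ml BSA, 1mM TCEP and 0.01% Tween-20.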
# D2 antag: antagonizes the human D2 dopamine receptor; HEK293 TREx D2 cells, calcium flux, dopamine EC80; hit rate 2% among 340,000; inhibition, % at 10 µM; AID 485344; P14416; in the data active = inhibition above about 30%; also: 0% is about no effect
#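 Tetracycline-induced HEK293 TREx cells expressing D2 receptor forced-coupled to calcium signalling, loaded with no-wash calcium dye. Compounds added and calcium flux read 180 s, then dopamine added at EC80 and read a further 180 s.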
# TrxR1 inh: inhibitors of rat thioredoxin reductase 1. Potency, µM (top dose mostly 114 µM), for inactives: at the top dose activity change, negative = inhibition, actives largely listed as inhibitors. recombinant rTrxR1, NADPH fluorescence consumption, selenite substrate. AID 588453. O89049. hit rate 1% among 390,000; also: potency is read from the fitted curve at half-maximal effect; % is scaled to controls: 0 for no effect and ±100 for the full control effect; nearly all actives have a fitted effect of over 65% in size
# Target sequence (O89049 whole entry, looked up): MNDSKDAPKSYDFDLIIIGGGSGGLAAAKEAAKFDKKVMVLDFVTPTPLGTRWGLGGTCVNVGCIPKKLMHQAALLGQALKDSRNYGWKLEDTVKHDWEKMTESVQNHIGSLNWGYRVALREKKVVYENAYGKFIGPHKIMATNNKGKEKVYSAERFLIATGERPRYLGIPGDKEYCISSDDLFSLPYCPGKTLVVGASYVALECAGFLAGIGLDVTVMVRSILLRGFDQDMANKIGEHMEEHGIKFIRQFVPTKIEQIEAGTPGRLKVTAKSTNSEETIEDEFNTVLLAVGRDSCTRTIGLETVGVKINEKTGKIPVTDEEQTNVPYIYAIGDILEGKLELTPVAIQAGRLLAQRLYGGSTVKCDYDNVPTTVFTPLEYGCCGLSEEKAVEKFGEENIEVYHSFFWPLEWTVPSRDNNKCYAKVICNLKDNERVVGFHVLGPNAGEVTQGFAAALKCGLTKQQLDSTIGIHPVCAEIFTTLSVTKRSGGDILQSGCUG
#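 Rat TrxR1 (90 nM in the dispensed reagent) was pre-reduced with 400 uM NADPH for 5 min at room temperature, then incubated with compound for 15 min. After 400 uM selenite was added, NADPH fluorescence (Ex 340/Em 450 nm) was followed for 8 min.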
# TrxR1 substrate: is turned over as a substrate by rat TrxR1 | hit rate 0.01% among 390,000 | Potency, µM (doses to about 114 µM), for inactives: at the highest dose activity change, negative = substrate turnover | purified TrxR1 substrate turnover, NADPH consumption readout | AID 588456 | O89049; also: potency is read from the fitted curve at half-maximal effect; % is scaled to controls: 0 for no effect and ±100 for the full control effect; nearly all actives have a fitted effect of over 50% in size
#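 Rat TrxR1, dispensed at 90 nM, was prereduced with 400 uM NADPH (final) for 5 min at ~22 deg C, then incubated with compound 15 min before 400 uM selenite. A first-read NADPH fluorescence drop versus no-compound background flagged substrates.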
# TRHR ag: activates the human TRH receptor | hit rate 0.18% among 360,000 | TRHR cells, calcium flux fluo-8, FDSS agonist mode | AID 493084 | activation, % at 2 µM; in the data active = activation above about 30%; also: 0% is about no effect
#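 In this calcium-flux screen, cells bearing human TRHR are dye-loaded with fluo-8, baselined for 10 cycles, then exposed to library compounds; positive kinetic calcium responses during the agonist phase mark hits, with TRH as control.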
# An asterisk follows results filed as active; ? = inconclusive; · = not tested or not shown; & = joins results of further samples; [ ] = dose if it differs, or a comment. Unless noted, calls follow the shape of the dose curve; as a rule, active = well fitted inhibition curve with a large enough effect; inconclusive = small, poorly fitted or top-dose-only effect; inactive = no such curve, though single readings can be large or run the other way.
# The first eleven entries (preview)
SMILES,D2 ag,mIDH1 inhibitor,TRHR PAM,PI4K2A inh,USP1 inh,D2 antag,TrxR1 inh,TrxR1 substrate,TRHR ag
CC(Cc1ccccc1)C(=O)NCc1nc2ccccc2s1 (centres undefined),0.4,-4%,-2,-1,16%,6,27%[57.1 µM],15%[57.1 µM],0.0
CCSC1=NC(=O)/C(=C2/C=Cc3ccccc3N2CC)S1,-1.2,7%,-4,-6,-21%,-9,-5%,-6%,-0.7
CCN(Cc1ccccc1)c1ccc(/C=N/N2CCOCC2)cc1,0.3,0%,3,3,-17%,4,-13%,-11%,-0.6
CCOC(=O)c1cn(-c2ccccc2CO)c2c(F)c(F)c(F)cc2c1=O,0.4,-1%,-8,-2,-18%,-4,-8%,-5%,-0.1
c1ccc(N2CCN(c3ncnc4scc(-c5cccs5)c34)CC2)cc1,0.0,-1%,-3,4,-12%,11,-11%,9%[57.1 µM],-0.3
Cc1ccccc1OCCCC(=O)Nc1nccs1,-0.4,8%,1,0,3%,3,10%,10%,0.1
Cc1nc(-c2ccc(F)cc2)c(CC(=O)N(C)CC(=O)Nc2ccc(Cl)c(C(F)(F)F)c2)s1,·,-10%,·,4,-15%,·,-10%,-16%,·
COc1ccc(C)cc1Nc1nc2c(S(=O)(=O)c3cccc(Cl)c3)nnn2c2ccsc12,1.1,-16%,-1,0,9%,·,17%,37%[activator],0.7
CC1CC1C(=O)OCC(=O)NCc1ccc(Cl)cc1Cl (centres undefined),0.3,-2%,5,3,-1%,-6,9%,-2%,-0.5
O=C(CC1CCCCC1)NCc1ccc(Cl)cc1,1.1,7%,19,0,0%,-13,14%[57.1 µM],3%[57.1 µM],-0.9
CCCn1c(SCC(=O)Nc2cc(S(=O)(=O)N(C)C)ccc2OC)n[nH]c1=O,-3.7,-5%,-3,6,-16%,13,13%,4%,-1.2

# The list itself, repeating the preview:
SMILES,D2 ag,mIDH1 inhibitor,TRHR PAM,PI4K2A inh,USP1 inh,D2 antag,TrxR1 inh,TrxR1 substrate,TRHR ag
CC(Cc1ccccc1)C(=O)NCc1nc2ccccc2s1 (centres undefined),0.4,-4%,-2,-1,16%,6,27%[57.1 µM],15%[57.1 µM],0.0
CCSC1=NC(=O)/C(=C2/C=Cc3ccccc3N2CC)S1,-1.2,7%,-4,-6,-21%,-9,-5%,-6%,-0.7
CCN(Cc1ccccc1)c1ccc(/C=N/N2CCOCC2)cc1,0.3,0%,3,3,-17%,4,-13%,-11%,-0.6
CCOC(=O)c1cn(-c2ccccc2CO)c2c(F)c(F)c(F)cc2c1=O,0.4,-1%,-8,-2,-18%,-4,-8%,-5%,-0.1
c1ccc(N2CCN(c3ncnc4scc(-c5cccs5)c34)CC2)cc1,0.0,-1%,-3,4,-12%,11,-11%,9%[57.1 µM],-0.3
Cc1ccccc1OCCCC(=O)Nc1nccs1,-0.4,8%,1,0,3%,3,10%,10%,0.1
Cc1nc(-c2ccc(F)cc2)c(CC(=O)N(C)CC(=O)Nc2ccc(Cl)c(C(F)(F)F)c2)s1,·,-10%,·,4,-15%,·,-10%,-16%,·
COc1ccc(C)cc1Nc1nc2c(S(=O)(=O)c3cccc(Cl)c3)nnn2c2ccsc12,1.1,-16%,-1,0,9%,·,17%,37%[activator],0.7
CC1CC1C(=O)OCC(=O)NCc1ccc(Cl)cc1Cl (centres undefined),0.3,-2%,5,3,-1%,-6,9%,-2%,-0.5
O=C(CC1CCCCC1)NCc1ccc(Cl)cc1,1.1,7%,19,0,0%,-13,14%[57.1 µM],3%[57.1 µM],-0.9
CCCn1c(SCC(=O)Nc2cc(S(=O)(=O)N(C)C)ccc2OC)n[nH]c1=O,-3.7,-5%,-3,6,-16%,13,13%,4%,-1.2
NC(=O)c1cnn(-c2cc(Oc3ccccc3)ncn2)c1N,0.8,-6%,0,4,-9%,-4,3%,0%,0.5
COCCn1cnc2c1c(=O)n(CC#N)c(=O)n2Cc1ccccc1,-0.4,2%,6,-3,-18%,-11,1%[57.1 µM],0%[57.1 µM],0.3
O=C(Nc1ccc(Cl)cc1)C1C2CCC3C(CCC21)C3(Cl)Cl (centres undefined),0.2,2%,5,0,-7%,-19,9%[57.1 µM],15%[57.1 µM],1.5
CCN(CC)CCNC(=O)c1[nH]c2ccccc2c1Sc1ccc(Cl)cc1,0.5,22%,7,2,-21%,·,18%,9%,0.5

# Next section, starting with the last 2 of the part before.
SMILES,D2 ag,mIDH1 inhibitor,TRHR PAM,PI4K2A inh,USP1 inh,D2 antag,TrxR1 inh,TrxR1 substrate,TRHR ag
O=C(Nc1ccc(Cl)cc1)C1C2CCC3C(CCC21)C3(Cl)Cl (centres undefined),0.2,2%,5,0,-7%,-19,9%[57.1 µM],15%[57.1 µM],1.5
CCN(CC)CCNC(=O)c1[nH]c2ccccc2c1Sc1ccc(Cl)cc1,0.5,22%,7,2,-21%,·,18%,9%,0.5
Cc1ccc(C(=O)N2CCSCC2)cc1,-0.2,4%,10,0,-4%,3,16%,2%,0.0
COC(=O)c1ccccc1NC(=O)Cn1nc(C)c2nn(-c3ccc(Cl)cc3)c(C)c2c1=O,·,-1%,1,1,?,·,38%[activator][57.1 µM],7%[57.1 µM],-0.4
COc1cc(CNn2cn[nH]c2=S)ccc1OCC(=O)NC(C)(C)C,0.5,0%,-9,-3,-17%,-2,?,-10%,0.2
C/C(=N\NC(=O)C1CC1)c1ccc(OC(F)F)cc1,1.8,3%,-5,3,-11%,0,25%[57.1 µM],-13%,-1.0
Cc1ccc(NC(=O)C2CCN(C(=O)NC3CCCCC3)CC2)c(C)c1,-0.5,6%,-2,-3,-1%,-17,21%,3%,-0.7
COc1ccc(CN2CCNC(=O)C2CC(=O)N(C)CCc2cnn(C)c2)c(F)c1 (centres undefined),0.8,-2%,21,-25,-19%,18,-14%,13%,0.5
COc1cc(C)ccc1OCC(=O)OCC(=O)c1ccc[nH]1,·,6%,·,-3,-3%,·,9%[57.1 µM],-13%,·
CC(=O)N1N=C(c2ccc(NS(C)(=O)=O)cc2)CC1c1ccc2nccnc2c1 (centres undefined),-0.3,-5%,5,-3,-10%,-6,3%,-9%,0.4
CC[n+]1c(C)n(-c2ccccc2)c2ccc(C(=O)OC)cc21,0.3,3%,-2,53,-11%,4,14%[57.1 µM],6%,0.2
Cn1nnnc1SCC(=O)Nc1ccccc1C(=O)NCc1ccccc1,0.3,7%,0,7,-8%,-7,5%,-5%,0.4
O=C(CCCC(=O)Nc1cccnc1)Nc1cccnc1,0.0,0%,9,-4,-16%,-6,6%,3%,-0.2
COC(=O)C(CCCCNC(=O)OCc1ccccc1)NC(=O)CN (centres undefined),·,-6%,7,-5,-17%,·,9%[57.1 µM],-9%,1.8
CCc1cccc(CC)c1NC(=O)C1CCC(CNS(=O)(=O)c2cccc3nsnc23)CC1 (centres undefined),-0.5,-15%,-9,1,?,·,23%,-2%,0.1
O=C(O)c1cccc2[nH]c(C(F)(F)F)nc12,0.6,-3%,0,2,-3%,-9,8%,4%,0.2
CCN1CCN(CC(=O)Nc2ccc(C(C)=O)cc2)CC1,-1.2,6%,-11,-2,-19%,3,-18%,-8%,-0.4
Cc1oc(-c2ccccc2F)nc1CN1CCC(C(=O)NCCc2ccc(Cl)cc2)CC1,0.9,-9%,32*,-2,7%,·,25%,-2%,0.4
C=CCNC(=O)C1=NN(c2c(F)c(F)cc(F)c2F)C(=O)CC1,0.1,-12%,-2,-4,-14%,-4,-1%,-6%,-1.3
COc1ccc2c(CC(=O)N[C@@H](Cc3c[nH]c4ccccc34)C(=O)O)cc(=O)oc2c1,0.3,2%,0,4,-8%,-10,8%[57.1 µM],-4%[57.1 µM],1.1
CCOc1cccc2sc(=NC(=O)c3ccc(S(=O)(=O)N4CCOCC4)cc3)n(C)c12,0.2&0.3,-3%&3%,-3&-2,-3&-3,-4%&4%,-3,9%&30%,-2%&11%,3.2&0.8
CC1(C)CC2CC(C)(CN2S(=O)(=O)c2ccc(F)cc2F)C1 (centres undefined),-0.7,7%,1,-2,-8%,-3,4%,-14%,1.3
O=C(Cn1cncn1)N/N=C/c1ccccc1Cl,1.0,-9%,32*,2,-7%,8,20%,-4%,0.6
Clc1cccc(CSc2ccc(-c3ccco3)nn2)c1,-1.2,12%,-4,-5,-17%,2,-53%,7%[57.1 µM],-0.3
COc1ccccc1C1CC(=O)Oc2ccc(C(C)(C)C)cc21 (centres undefined),·,11%,·,3,-29%,·,-6%,-6%,·
